# Screens from PubChem.
# RNase H inhibition: RNase H inhibition, HIV 1 Gag Pol polyprotein, FRET biochemical assay, screening (AID 372); inhibition, % at 10 µM, or IC50 in µM where a hit was titrated; actives 0.77% (n = 100,000); HIV-1 RT RNase H, FRET RNA/DNA substrate fluorescence; higher % means a stronger effect; in the data active = inhibition above about 50%
# The depositor's hits bear a star.
# Start of the listing, in advance:
SMILES,RNase H inhibition
O=C(Nc1cc(Cl)cc(Cl)c1)c1ccccc1Br,0%
O=C(N/N=C/c1ccco1)c1ccccc1,12%

# All compounds of this part, repeating the preview:
SMILES,RNase H inhibition
O=C(Nc1cc(Cl)cc(Cl)c1)c1ccccc1Br,0%
O=C(N/N=C/c1ccco1)c1ccccc1,12%
CCOC(=O)C1=C(C)N=c2s/c(=C\c3ccc(-c4ccc(OC)cc4[N+](=O)[O-])o3)c(=O)n2C1c1ccccc1Cl (stereo not drawn),9%
O=C(NCCNc1ccccc1[N+](=O)[O-])c1ccc(Br)cc1,9%
Cc1ccc(-c2ccc(OCC(=O)Nc3ccccc3F)cc2)cc1,8%
N#C/C(=C\c1cn(Cc2ccccc2Cl)c2ccccc12)c1nn(CCO)c(N)c1C#N,42%
CC(NC(=O)CSc1nc2ccc([N+](=O)[O-])cc2s1)c1ccccc1 (stereo not drawn),4%
CC(=O)N(C)c1ccc(NC(=O)c2ccccc2I)cc1,10%
O=C(Nc1nnc(CSCc2ccc(Cl)cc2)s1)Nc1ccc(Cl)cc1Cl,43%
COC(=O)C1=C(C)N=c2s/c(=C\c3ccc(Cl)cc3)c(=O)n2C1/C=C/c1ccccc1 (stereo not drawn),5%
CCCCOc1ccc(CNc2ccc(F)c(Cl)c2)cc1,9%
COc1ccc(NC(=O)Nc2nnc(CC(=O)Nc3ccc(C)cc3)s2)cc1,8%
COc1ccc(OC)c(C(=O)c2ccccc2)c1,10%
CCOc1cc(C2C(C(=O)OC)=C(C)NC3=C2C(=O)CC(c2ccccc2)C3)ccc1O (stereo not drawn),7%
O=C(Nc1ccc(Br)cc1)c1ccc([N+](=O)[O-])cc1,11%
O=C1S/C(=C/c2ccccc2[N+](=O)[O-])C(=O)N1c1ccccc1,17%
CCSc1nc2ccccc2c(=O)n1C1CCOC(C)(C)C1 (stereo not drawn),3%
Cc1cc(-c2ccc(C=C3C(=O)N(C)C(=O)N(C)C3=O)o2)c([N+](=O)[O-])cc1C,6%
COc1ccc(C2CC(C(F)(F)F)n3nc(C(=O)Nc4cccc(O)c4)c(Cl)c3N2)cc1OC (stereo not drawn),14%
CN1CCN(C(=O)c2ccc(-c3ccccc3)cc2)CC1,0%
COc1ccc(/C=N/Nc2ccc([N+](=O)[O-])cc2)cc1Br,7%
NC(=O)c1cccc(N=Cc2c[nH]c3ccccc23)c1,7%
CC(=O)Nc1ccc(S(=O)(=O)N2CCN(c3ccc([N+](=O)[O-])cc3)CC2)cc1,16%
O=[N+]([O-])c1ccc(-n2nnnc2Cc2nnnn2-c2ccc([N+](=O)[O-])cc2)cc1,4%
COc1cc(/C=N/N2CCN(Cc3ccc(C)cc3)CC2)cc(OC)c1O,25%
COc1ccc(NC(=O)CSc2ccccc2N)c([N+](=O)[O-])c1,4%
Cc1cccc(-n2sc3c(c2=S)-c2ccccc2NC3(C)C)c1C,10%
COc1cc(OC)c(NC(=O)c2cccc([N+](=O)[O-])c2)cc1Cl,8%
CCc1ccc(NC(=O)c2ccccc2Oc2ccccc2)cc1,12%
CC1(C)CC(=O)C(C2C3=C(CC(C)(C)CC3=O)Oc3ccccc32)=C(O)C1 (stereo not drawn),5%
C=CCc1cccc(/C=N/NC(=O)c2cc(C)oc2C)c1O,30%
COc1ccc(CN2CCN(Cc3cccc(Cl)c3)CC2)cc1OC,1%
CC(C)c1ccc(C(=O)N2CCN(C/C=C/c3ccccc3)CC2)cc1,10%
CC(C)(C)c1ccc(C(=O)N2CCN(c3ccc([N+](=O)[O-])cc3Cl)CC2)cc1,26%
O=C(O)c1ccc(/C=c2\sc3n(c2=O)CCN=3)cc1,0%
COc1ccc(C(NC(=O)Cc2ccccc2)c2ccc(OC)cc2)cc1,0%
CCN(CC)C(=O)c1cc(-c2cccc(Br)c2)nc2ccccc12,10%
COc1cccc(N2C(=O)NC(=O)/C(=C/c3ccc(C(C)C)cc3)C2=O)c1,4%
CC(C)(C)c1ccc(OCCOc2ccccc2C=C2C(=O)NC(=S)NC2=O)cc1,11%
COc1ccc(CCNC(=O)CN(c2ccc(Cl)c(Cl)c2)S(=O)(=O)c2ccccc2)cc1,11%
COc1cc(C(=S)N2CCOCC2)cc(OC)c1OC(=O)c1cccc([N+](=O)[O-])c1,13%
O=C(NCCc1ccccc1F)C(=O)Nc1nccs1,14%
COc1ccc(-c2ccc(/C=N\NC(=O)CNc3ccccc3C)o2)cc1Cl,19%
CCOC(=O)COc1ccc(C=C2C(=O)N(C)C(=O)N(C)C2=O)cc1OC,5%
COC(=O)c1ccccc1N(Cc1ccccc1)S(=O)(=O)c1ccccc1,2%

# In a second layout: results already given.
mol	RNase H inhibition
COc1ccc(/C=N/Nc2ccc([N+](=O)[O-])cc2)cc1Br	7%
NC(=O)c1cccc(N=Cc2c[nH]c3ccccc23)c1	7%
CC(=O)Nc1ccc(S(=O)(=O)N2CCN(c3ccc([N+](=O)[O-])cc3)CC2)cc1	16%
O=[N+]([O-])c1ccc(-n2nnnc2Cc2nnnn2-c2ccc([N+](=O)[O-])cc2)cc1	4%
COc1cc(/C=N/N2CCN(Cc3ccc(C)cc3)CC2)cc(OC)c1O	25%
COc1ccc(NC(=O)CSc2ccccc2N)c([N+](=O)[O-])c1	4%
Cc1cccc(-n2sc3c(c2=S)-c2ccccc2NC3(C)C)c1C	10%
COc1cc(OC)c(NC(=O)c2cccc([N+](=O)[O-])c2)cc1Cl	8%
CCc1ccc(NC(=O)c2ccccc2Oc2ccccc2)cc1	12%
CC1(C)CC(=O)C(C2C3=C(CC(C)(C)CC3=O)Oc3ccccc32)=C(O)C1 (stereo not drawn)	5%
C=CCc1cccc(/C=N/NC(=O)c2cc(C)oc2C)c1O	30%
COc1ccc(CN2CCN(Cc3cccc(Cl)c3)CC2)cc1OC	1%
CC(C)c1ccc(C(=O)N2CCN(C/C=C/c3ccccc3)CC2)cc1	10%
CC(C)(C)c1ccc(C(=O)N2CCN(c3ccc([N+](=O)[O-])cc3Cl)CC2)cc1	26%
O=C(O)c1ccc(/C=c2\sc3n(c2=O)CCN=3)cc1	0%
COc1ccc(C(NC(=O)Cc2ccccc2)c2ccc(OC)cc2)cc1	0%

# More results:
SMILES,RNase H inhibition
O=C1CC(c2cccc([N+](=O)[O-])c2)c2ccc3ccccc3c2N1 (stereo not drawn),12%
O=C1NC(=S)N(c2cccc(Br)c2)C(=O)/C1=C/c1ccc(-c2ccccc2C(=O)O)o1,10%
O=[N+]([O-])c1ccc(COc2ccc(/C=N/Nc3nc4ccccc4s3)cc2)cc1,17%
O=C(Nc1ccc(F)cc1)Nc1nnc(CSc2ccc(Cl)cc2)s1,16%
Cc1ccc(N2NC(=O)/C(=C/c3ccccc3O)C2=O)cc1C,17%
O=C(Nc1cccc(Cl)c1Cl)c1ccncc1,0%
CC(=O)Nc1ccc(NC(=O)c2cccc(I)c2)cc1,0%
CCOc1ccc(N2C(=O)/C(=C\c3cccc(OC)c3OC)C(C(=O)OC)=C2C)cc1,14%
O=c1c(Cc2ccccc2)c(O)nc2n1CCCS2,6%
O=C(/C=C/c1ccccc1)Nc1ccc(F)c(F)c1,8%
O=C1NC(=S)NC(=O)C1=Cc1cc(Br)c(Sc2ccc(Cl)cc2)o1,22%
Cc1ccc(Cl)cc1NC(=O)C12CC3CC(CC(C3)C1)C2,7%
CC1(C)NC(=O)N(CC(O)COc2cccc(OCC(O)CN3C(=O)NC(C)(C)C3=O)c2)C1=O (stereo not drawn),11%
O=C(CC12CC3CC(CC(C3)C1)C2)NCO,0%
COc1cc(N2CCCCC2)ccc1[N+](=O)[O-],13%
S=C(Nc1ccccc1)Nc1ccccc1NC(=S)Nc1ccccc1,8%
C=CCOc1ccc(/C=C2\SC(=O)N(C)C2=O)cc1Br,9%
CCN1C(=O)/C(=C\c2cccc(O)c2)C(C(=O)OC)=C1C,2%
COc1ccc(C(=O)N/N=C/C(Br)=C/c2ccccc2)cc1,15%
C/C(=N/NC(=O)c1ccc(O)cc1O)c1ccco1,9%
O=C(CCC1CCCC1)Nc1cccc(Cl)c1,5%
CC(SCc1ccccc1)C(=O)Nc1ccccc1F (stereo not drawn),6%
O=c1c2ccccc2nc(/C=C/c2ccccc2[N+](=O)[O-])n1-c1cccc([N+](=O)[O-])c1,20%
COc1ccc(/C=C/C(=O)c2cccc([N+](=O)[O-])c2)cc1,0%
COc1ccc(OC)c(NC(=O)CSc2nc3ccccc3s2)c1,3%
O=[N+]([O-])c1ccc(-c2nc3ccc(Br)cn3[n+]2[O-])cc1,4%
Cc1ccc(-c2nc3ccccc3s2)cc1NC(=O)c1ccc(Br)o1,8%
N=C1/C(=C/c2ccc(-c3cc(Cl)ccc3Cl)o2)C(=O)N=C2SC(c3ccccc3)=NN12,44%
C=CCNS(=O)(=O)c1ccc(NC(C)=O)cc1,7%
N#CSCCCCOc1ccccc1Cl,7%
Cc1cccc(-n2c(C)cc(/C=C(/C#N)C(=O)Nc3ccc(Cl)cc3)c2C)c1C,21%
CN1C(=O)C2(NN=C(c3cccc4ccccc34)S2)c2ccccc21 (stereo not drawn),20%
O=C(NC12CC3CC(CC(C3)C1)C2)c1cc([N+](=O)[O-])ccc1Cl,10%
O=C(CCN1C(=O)/C(=C/c2ccc(F)cc2)SC1=S)Nc1cc([N+](=O)[O-])ccc1O,23%
O=C1C(Cl)=C(N2CCCCC2)C(=O)N1c1ccc(Cl)c(Cl)c1,9%
COc1cc(/C=C2/C(=O)NN(c3ccc(C)cc3)C2=O)cc(I)c1O,26%
CCC(C)c1ccc(NC(=O)c2ccc3c(c2)OCCO3)c(O)c1 (stereo not drawn),15%
O=C(Nc1ccc(NC(=O)c2cc([N+](=O)[O-])cc([N+](=O)[O-])c2)cc1)c1cccc(Br)c1,12%
Cc1cc(I)ccc1N=Cc1cc(Br)cc(Br)c1O,7%
CCOc1ccc(/C=N/Nc2nnc(-c3ccccc3)c(-c3ccccc3)n2)c(O)c1,12%
Cc1cc(C(=O)Nc2ccc3oc(-c4ccccc4)nc3c2)ccc1[N+](=O)[O-],7%
O=C(CSc1nc2ccccc2n1Cc1ccccc1)N/N=C/c1ccc([N+](=O)[O-])cc1,26%
Cc1ccc2oc(-c3ccc(C)c(NC(=O)c4ccc(Cl)cc4Cl)c3)nc2c1,11%
COc1ccc2oc(=O)c(-c3nnc(NC4CCCCC4)s3)cc2c1,0%
CCOc1cc(C=C2C(=O)NC(=O)NC2=O)ccc1OC(=O)c1ccc(OC)cc1,37%
COc1ccccc1/C=C(/NC(=O)c1ccc(C)cc1)C(=O)Nc1ccc(S(N)(=O)=O)cc1,30%
O=C(Nc1ccc2oc(-c3ccc(F)cc3Cl)nc2c1)c1ccccc1I,17%
O=C(/C=C/c1ccccc1)C1=C(O)C(=O)N(CCO)C1c1ccc(F)cc1 (stereo not drawn),5%
Cc1cc(Cl)ccc1OCC(=O)Nc1ccc(S(N)(=O)=O)cc1,14%
COc1ccc(N(CC(=O)N2CCOCC2)S(=O)(=O)c2ccc(C)cc2)cc1OC,0%
CCCCNCCCCCOc1ccc(CC)cc1,4%
Cc1cc(Cl)ccc1OCC(=O)Nc1cccc(NC(=O)c2ccccc2C)c1,26%
COc1ccc(/C=C2\C(=O)NC(=O)N(c3ccc(Br)cc3)C2=O)cc1C,9%
Cc1ccc(-c2n[nH]c(=S)n2N=Cc2ccccc2C)cc1,19%
CSc1ccc(S(=O)(=O)N(CC(=O)NC(C(C)C)C(C)C)c2ccc(C)cc2)cc1,7%
O=C(NCC1CCCO1)c1ccc(-c2ccccc2)cc1 (stereo not drawn),2%
CC(C)C1C(C#N)=C(N)OC2=C1C(=O)CCC2 (stereo not drawn),9%
CCC/C(O)=C1\C(=O)CC(C)(C)C\C1=N/c1nc2ccccc2[nH]1,2%
N#C/C(=C/c1cn(CC(=O)O)c2ccccc12)C(=O)Nc1cccc(Br)c1,0%
COc1ccccc1CNC(=O)COc1cc(C)c(Cl)c(C)c1,7%

# (next part)
SMILES,RNase H inhibition
CCCOc1nnc(-c2ccc(Cl)cc2)c2ccccc12,11%
O=C1c2ccccc2C(=O)N1CC1c2ccccc2CCN1C(=O)C1CCCCC1 (stereo not drawn),20%
CCOC(=O)N1CCN(C(=O)C2CCN(Cc3ccc(O)c(OCC)c3)CC2)CC1,7%
COc1ccc(CCC(=O)Nc2ccc(Cl)c([N+](=O)[O-])c2)cc1,6%
CCCOC(=O)C1=C(C)NC(=O)NC1c1ccc(F)cc1 (stereo not drawn),3%
COc1ccc(NC(=O)c2cc(-c3cccs3)nc3ccccc23)cc1,3%
O=[N+]([O-])c1ccc(O)c(/C=N/NS(=O)(=O)c2ccccc2)c1,6%
Cc1nc2ccccc2n1Cc1ccccc1Br,5%
O=C(Nc1ccc(-c2nc3ccccc3[nH]2)cc1)c1cc([N+](=O)[O-])ccc1Cl,12%
CN1CCN(C(=O)c2cc3nc(-c4ccc(Cl)c(Cl)c4)cc(C(F)(F)F)n3n2)CC1,13%
O=[N+]([O-])c1cn(Cc2ccc(F)cc2)cn1,1%
O=C(c1cc2nc(-c3ccc([N+](=O)[O-])cc3)cc(C(F)(F)F)n2n1)N1CCN(Cc2ccccc2)CC1,8%
O=C1CC(N2CCN(c3ccc(Cl)cc3)CC2)C(=O)N1c1cccc(Br)c1 (stereo not drawn),13%
O=C(/C=C/c1ccc(F)cc1)NC1CC2CCC1C2 (stereo not drawn),8%
CC12CC(O)C3(F)C(CCC4=CC(=O)C=CC43C)C1CC=C2C(=O)CO (stereo not drawn),0%
O=C(/C=C/c1ccccc1)Nc1ccccc1C#Cc1ccccc1,1%
CN=C1S/C(=C\c2cc3c(cc2Br)OCO3)C(=O)N1C,7%
COc1cc(NC(=O)c2ccco2)cc(OC)c1,8%
Cc1ccc2nc(-c3ccc(C)c(NC(=O)COc4ccc(Cl)cc4C)c3)oc2c1,15%
CC1(C)CC(=O)C(C(c2cccnc2)C2C(=O)CC(C)(C)CC2=O)C(=O)C1,14%
CC(Oc1ccc(Cl)cc1)C(=O)N/N=C/c1ccc(Cl)cc1 (stereo not drawn),6%
COc1ccc2c(c1)-c1c(ssc1=S)C(C)(C)N2C(C)=O,22%
CCOC(=O)C1=C(N)OC2=C(C(=O)CC(c3ccccc3Cl)C2)C1c1ccccc1Cl (stereo not drawn),14%
Cc1ccc(-n2nc3cc(C)c(NC(=O)c4ccccc4)cc3n2)cc1,13%
C/C(=N/OCC(=O)Nc1oc(-c2ccccc2)c(-c2ccccc2)c1C#N)c1cccs1,16%
Cc1cc(N2CCOCC2)nc(N2CCOCC2)n1,8%
Cc1cc(=O)oc2cc(OC(=O)/C=C/c3ccc4c(c3)OCO4)ccc12,15%

# Only part of the results is shown, so the mix of outcomes need not match the whole.
